sPLA2-III inh – human group III sPLA2 inhibitors, primary screen, biochemical, QFRET, BODIPY PC-A2 liposome substrate | inhibition, % at 12.2 µM | Group 3 secretory phospholipase A2 (Homo sapiens), Q9NZ20 | hit rate 0.56% among 370,000 | QFRET BODIPY PC-A2 liposome hydrolysis, fluorescence | AID 743126, 2013;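 active means inhibition above mean plus 3 SD of compounds lying within the high and low control bounds, cut at about 19% in these data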;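 further: 0% = median of test compound wells and 100% = no enzyme DMSO wells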
Target sequence (Q9NZ20 whole entry, looked up): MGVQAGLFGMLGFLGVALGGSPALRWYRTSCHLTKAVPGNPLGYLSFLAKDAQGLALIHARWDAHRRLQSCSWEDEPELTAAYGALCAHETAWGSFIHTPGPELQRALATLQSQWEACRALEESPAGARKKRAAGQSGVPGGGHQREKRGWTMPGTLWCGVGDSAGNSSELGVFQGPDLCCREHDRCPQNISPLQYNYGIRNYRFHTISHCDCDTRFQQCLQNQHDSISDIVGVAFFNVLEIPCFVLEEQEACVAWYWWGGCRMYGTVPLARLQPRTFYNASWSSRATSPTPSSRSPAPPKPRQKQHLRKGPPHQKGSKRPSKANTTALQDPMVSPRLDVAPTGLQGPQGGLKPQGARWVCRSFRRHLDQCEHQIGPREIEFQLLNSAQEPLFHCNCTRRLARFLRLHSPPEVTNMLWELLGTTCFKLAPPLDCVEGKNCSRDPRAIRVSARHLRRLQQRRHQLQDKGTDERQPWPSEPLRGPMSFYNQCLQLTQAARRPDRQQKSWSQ
GC-B act – human GC-B receptor activators, primary screen, HEK293 GC-B cells, cGMP TR-FRET, EC30 CNP; activation, % at 10 µM; 0% at EC30 CNP, 100% saturating CNP; AID 1920062, 2024; hit rate 0.11% among 370,000; Atrial natriuretic peptide receptor 2 (Homo sapiens), P20594;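 active means activation at 10 µM reaching about 35% in either raw or pattern-adjusted values, limit read from the data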
ADAM10 inh – human ADAM10 inhibitors, primary screen, biochemical, QFRET, HTS; hit rate 0.62% among 370,000; recombinant ADAM10, EDANS/DABCYL FRET peptide cleavage, 3 h; inhibition, % at 7 µM; AID 720582, 2013;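 active means inhibition above a per-campaign cutoff equal to the mean of compounds falling between control-based bounds plus 3 SD, cut at about 20% in these data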;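 further: 0% = DMSO wells while the 100% control is not disclosed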
GAA850 FXN act – FXN promoter activators, primary screen, cell-based, luciferase luminescence, HEK293 lucGAA850. HEK293 lucGAA850 FXN promoter luciferase reporter, 24 h; percent of 10 µM SAHA response. activation, % at 6 µM. hit rate 0.56% among 360,000. AID 540364, 2011;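 active means activation above the average of all compounds screened plus 3 SD, cutoff fixed separately per campaign, cut at about 7.5% in these data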;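 further: 0% = DMSO wells and 100% = 10 µM SAHA wells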
rCAG RNA binder – binders of r(CAG) RNA repeats, primary screen, biochemical, fluorescence; r(CAG) RNA repeat, TO-PRO-1 dye displacement fluorescence; inhibition, % at 3 µM; hit rate 1.3% among 370,000; AID 651821, 2012;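 active means inhibition above the plate cutoff, the mean of all test compounds on that plate plus 3 SD, cut at about 35% in these data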;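 further: 0% = DMSO alone and 100% = 100 µM mitoxantrone as full dye displacement; higher means more dye released from RNA so lower well fluorescence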
ARFGAP1 inhibitor – inhibitors of rat ARFGAP1 GAP activity, primary screen, biochemical, fluorescence polarization, GDP tracer | ADP-ribosylation factor GTPase-activating protein 1 (Rattus norvegicus), Q62848 | Arfgap1-stimulated ARF1 GTP hydrolysis, GDP FP detection | inhibition, % at 16.5 µM | hit rate 0.26% among 360,000;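 active means inhibition above a per-plate limit, mean inhibition of low control wells plus 3 SD, cut at about 25% in these data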;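 further: 0% = DMSO wells with enzyme and 100% = wells lacking Arfgap1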
Target sequence (Q62848 1-136 limits assumed): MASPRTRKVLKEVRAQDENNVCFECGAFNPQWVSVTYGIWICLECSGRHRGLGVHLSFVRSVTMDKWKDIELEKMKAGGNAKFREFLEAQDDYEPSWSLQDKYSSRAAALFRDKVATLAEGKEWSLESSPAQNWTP
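Material: rat Arfgap1 catalytic domain, aa 1-136; also added: human ARF1(Δ1-17)-GTP substrate; compound dosing: one concentration, 16.5 µM, DMSO 1.26%; incubation: GTP hydrolysis reaction 2 h at 25 °C; measured by: Tracer-displacement fluorescence polarization with EDTA stop, 620/688 nm; evaluation: % inhibition from polarization; repeats: one replicate per compound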
DDE Tn6 FP inh – inhibitors of Tn6 peptide binding to fibrin DD(E), primary screen, biochemical, fluorescence polarization, human fibrin, Tn6 probe; AID 720509, 2013; inhibition, % at 8.3 µM; hit rate 0.21% among 370,000; Fibrin DD(E) TRITC-Tn6 fluorescence polarization displacement; Fibrinogen beta chain (Homo sapiens), P02675;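 active means inhibition above a per-campaign cutoff: mean of compounds within control limits plus 3 SD, cut at about 15% in these data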;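 further: 0% = median of all compound wells on the plate and 100% = blocking peptide control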
proKLK7 act – proKLK7 zymogen activators, primary screen, biochemical, fluorescence intensity; Kallikrein-7 (Homo sapiens), P49862; purified proKLK7, EDANS-DABCYL substrate fluorescence; 100% is mature enzyme control, 0% vehicle; activation, % at 7 µM; hit rate 0.9% among 370,000; AID 652039, 2013;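 active means activation above the mean of all tested compounds plus 3 SD, computed per campaign excluding outliers beyond control limits, cut at about 13% in these data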
Target sequence (P49862 whole entry, looked up): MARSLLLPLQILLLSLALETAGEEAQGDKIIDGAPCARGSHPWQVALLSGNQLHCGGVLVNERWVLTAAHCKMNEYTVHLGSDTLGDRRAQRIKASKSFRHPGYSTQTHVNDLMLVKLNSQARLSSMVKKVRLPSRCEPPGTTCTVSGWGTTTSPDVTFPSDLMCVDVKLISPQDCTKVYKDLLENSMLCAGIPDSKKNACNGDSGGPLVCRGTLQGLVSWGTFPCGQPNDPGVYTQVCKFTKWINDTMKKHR
GC-A act – GC-A stimulated cGMP production enhancers – HEK293 GC-A cells, cGMP TR-FRET, EC30 ANP, primary screen; Atrial natriuretic peptide receptor 1 (Homo sapiens), P16066; 0% at EC30 ANP, 100% saturating ANP; activation, % at 10 µM; hit rate 0.14% among 370,000; AID 1671463, 2021; in the data active means activation above about 40%
ASAP1 GAP inh – inhibitors of human ASAP1 ArfGAP activity, primary screen, biochemical, fluorescence polarization | inhibition, % at 16.5 µM | Arf-GAP with SH3 domain, ANK repeat and PH domain-containing protein 1 (Homo sapiens), … | hit rate 0.19% among 360,000 | ASAP1-stimulated ARF1 GTP hydrolysis, GDP FP detection | AID 624377, 2012; in the data active means inhibition above about 25%;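 further: 0% = vehicle with enzyme and substrate and 100% = no enzyme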
* = called active by the depositor; i = inactive; x = not tested or not shown.

Screens in order – sPLA2-III inh, ASAP1 GAP inh, proKLK7 act, GC-A act, DDE Tn6 FP inh, ADAM10 inh, ARFGAP1 inhibitor, GAA850 FXN act, rCAG RNA binder, GC-B act
> CCCCN1CN(S(=O)(=O)c2ccc(OC)cc2)c2nc3ccccc3nc21
  -11, 6, 1.8, 9, 1, -184, -12, -0.9, 7, 9
> CC(C)(C)n1nc2c(c1NC(=O)c1ccccc1F)CS(=O)C2 (stereo not given)
  1, 3, -0.3, 11, 1, -4, 12, -1.1, 1, 8
> COc1ccc(NC(=O)NNC(=O)CCc2ccc(O)c(O)c2)cc1OC
  -1, -4, 24*, 2, -5, -127, -1, -1.4, 1, 6
> CCOc1ccccc1NC(=O)NC1(C(=O)NCC2CCCO2)CCCCC1 (stereo not given)
  -1, 10, 0.2, 4, -5, -11, -6, 0.6, -4, 3
> O=C(Nc1ccc(Cl)cn1)C1COc2ccccc2O1 (stereo not given)
  -3, -5, 0.1, -1, -8, 0, -13, 0.5, -2, -4
> CC(=O)Nc1ccc(S(=O)(=O)C(C#N)c2nc3ccccc3nc2NCCO)cc1 (stereo not given)
  0, 3, 64*, -1, 2, i, 1, 0.3, 11, -7
> CCn1c(SCc2ccc([N+](=O)[O-])cc2)nnc1C(C)NC(=O)c1ccc(C)cc1 (stereo not given)
  2, -8, -0.5, 1, -7, -2, -3, 2.0, 2, -6
> COc1ccc(Cn2c(-c3ccc(OC)c(O)c3)nc3ccccc32)cc1O
  -67, -11, 0.5, 4, -4, 1, 14, -0.7, -1, 5
> Cc1ccc(S(=O)(=O)Oc2ccc(/C=C(/NC(=O)c3ccccc3)C(=O)NCC(=O)O)cc2)cc1
  -1, 13, 0.7, 1, 2, -10, 12, 1.1, 34, 4
> O=C(CCC(=O)N1CCN(S(=O)(=O)c2ccc(Cl)cc2)CC1)Nc1ccc2ccccc2c1
  -41, 19, -0.1, -2, -6, 22*, 10, -3.0, 3, -10
> CCN1C(=O)[C@@H]2[C@@H](c3ccc(-c4ccc(OC)cc4)cc3)N3CCCC[C@@]3(C(=O)OC)[C@@H]2C1=O
  0, 11, 0.0, 3, -3, 1, -10, -1.8, 5, 5
> O=[N+]([O-])c1cccc2nc3ccccc3c(NCCCn3ccnc3[N+](=O)[O-])c12
  -2, 3, -0.5, -3, -1, 3, -1, -0.2, 2, 1
> O=[N+]([O-])c1nccn1CC(O)CO (stereo not given)
  15, 11, -0.7, -4, 5, -7, 8, x, 0, -6
> CCc1nnc(NC(=O)CN2CCN(CC)CC2)s1
  3, 6, -0.7, 4, 0, 0, -7, -0.1, -1, 5
> Cc1cccc(OCC(=O)Nc2ccccc2C(F)(F)F)c1
  13, 14, -0.3, 0, -7, -5, 0, 0.6, -6, 3
> CCOC(=O)c1c(-c2ccccc2)csc1NC(=O)c1cc(-c2ccccc2OC)on1
  5, -14, 0.2, 5, 2, -1, -1, 1.8, 1, 0
> CC(C)(C)C1CCN2CCCC(c3ccccc3)(C1)C2=O (stereo not given)
  6, -12, 0.4, 0, -3, -14, 2, x, -1, 6
> CCC(NC(=O)C1CCCC1)c1ccc(C)cc1 (stereo not given)
  3, 1, 0.1, -2, -8, -1, -5, -2.1, -4, -3
> COc1cc(/C=N/NC(=O)c2cc(C3CC3)[nH]n2)cc(OC)c1OC
  3, -7, 0.7, -1, 3, -16, 1, 0.9, -4, 2
> COc1cc(/C=C2\SC(=Nc3cccnc3)NC2=O)cc(OC)c1OC
  0, -12, 0.5, 7, 2, -2, -8, -0.8, 2, 0
> COc1cccc(CC(=O)Nn2c(C)nc3ccccc3c2=O)c1
  2, -3, 0.5, 2, 2, -2, 7, 0.3, -2, -1
> COc1ccc(OC)c(NC(=O)C(CC(=O)O)NCc2ccco2)c1 (stereo not given)
  -1, 10, -0.6, 0, -4, 1, 4, 1.1, 3, 3
> Cc1cc(C)n(CC(O)COc2ccccc2)n1 (stereo not given)
  0, -9, 0.3, -4, -6, -10, -1, -1.8, -2, -3
> O=C(NCc1cc(C(F)(F)F)ccc1F)C1CCC(=O)N(C2CCCCCC2)C1 (stereo not given)
  -3, -2, 1.0, -6, 5, -2, -14, 1.1, -8, -1
> CN(CCO)c1cc(N2CCC3(CC2)OCCO3)c2nonc2c1[N+](=O)[O-]
  2, 1, -0.3, -3, -1, 14, 10, 1.6, 0, -3
> CCNc1ccc(S(=O)(=O)N(C)C)cc1NCC(=O)Nc1ccccc1Br
  0, 3, 0.4, -7, 6, 5, 14, -1.0, 3, -4
> COc1ccc(C(=O)N(CN2CCCC2=O)c2ccc(C)cc2)cc1
  -2, -10, -0.2, 0, -10, -10, 3, 1.7, -8, -1
> COc1cc(OC)c(C(=O)OC(C)C(=O)Nc2cccc(C(F)(F)F)c2)cc1OC (stereo not given)
  -14, 2, 0.1, -2, -3, 5, 5, 1.3, -4, 1
> O=S1(=O)c2ccccc2-c2c(nnn2Cc2ccccc2)CN1C1CC1
  1, x, 0.2, 3, 6, 3, x, x, 1, -4
> Cc1cc2c(Nc3ccccc3)ncnc2s1
  -3, 3, -0.1, -3, -2, -4, -10, 0.3, -1, -2
> C=C(C)CN(CC)Cc1c(C(=O)N(C)CCCC)nc2ccccn12
  3, -14, -0.6, -4, 0, 0, -15, 1.9, -9, -2
> O=C(COC(=O)CSc1ccc(Cl)cc1)Nc1ccccc1
  -13, -7, -0.4, 0, 6, -2, 13, 2.4, 4, -3
> COc1cccc(O)c1CN1CCC(n2nccc2NC(=O)c2ccc3c(c2)OCO3)CC1
  -5, 4, 0.0, -7, 6, 5, 6, -0.6, 1, 4
> Nc1c(Br)cc(Br)c(N2CCCC2=O)c1Br
  2, -9, -0.4, 4, 1, -10, -7, 0.0, 1, 5
> O=C(NC1CCCc2ccccc21)C1CCN(S(=O)(=O)c2ccccc2F)CC1 (stereo not given)
  -2, -5, -0.3, -2, 8, -4, -3, 1.1, 2, -2
> COC(=O)c1ccc(C2/C(=C(\O)c3cccc(OC)c3)C(=O)C(=O)N2CCCN(C)C)cc1 (stereo not given)
  4, 9, -0.1, 4, 3, -4, 9, 0.1, 3, 0
> CC1CCCN(C(=O)CNC(=O)Cn2ccc3ccccc3c2=O)C1 (stereo not given)
  12, -1, -0.6, 8, -4, -32, -6, -0.2, 0, 5
> N#Cc1ccc(-c2ccco2)nc1SCc1ccccc1
  4, 9, -1.7, -3, 1, -68, 16, 2.1, 13, 2
> CCN(CC)S(=O)(=O)c1ccc2c(c1)nc(SCC(=O)N1CCOCC1)n2-c1ccccc1OC
  -14, 8, 0.5, 0, 2, 4, 6, 4.5, -2, -6
> CC(C)NCC#CCOc1ccc(Cl)cc1
  -4, 7, 0.2, 4, 1, -5, 5, 1.4, 2, -4
> O=S(NCc1ccco1)C12CC3CC(CC(C3)C1)C2 (stereo not given)
  -10, 5, -0.1, x, -3, 3, 10, 2.8, 10, x
> Cc1ccc(-n2c([S-])c(C(=O)NC(C)c3ccccc3)[n+]3ccccc23)cc1 (stereo not given)
  4, 7, 0.0, -1, -4, -12, 6, 1.9, 1, 2
> CCN(CC)C(=O)Cn1cc(SCC(=O)NC2CCCCC2)c2ccccc21
  17, 8, -0.6, -2, -3, -10, 3, -2.7, 2, -5
> CCOc1ccc(NC(=O)CN(C)C(=O)C2CCN(C(=O)c3ccc(Cl)cc3)CC2)cc1OCC
  -10, -19, 0.4, -3, -10, 2, -4, 1.5, -2, 2
> C/C(=N\NC(N)=S)c1ccc(-n2ccnc2)cc1
  4, 6, 0.0, -22, -2, 8, 2, 0.8, 5, -13
> Cc1ccc(NC(=O)C2CCC(C(C)(C)C)CC2)cc1S(=O)(=O)N1CCOCC1 (stereo not given)
  -8, 13, 0.9, -1, -13, 10, 14, 0.3, 2, 0
> CN(Cc1ccco1)C(=O)CN1C(=O)NC(c2ccccc2)(c2ccccc2)C1=O
  -13, 5, 0.2, 4, -3, -7, 8, -2.6, 0, 3
> CCOC(=O)c1cc(NC(=O)N2CCCc3ccccc32)c(C)nc1C
  8, -7, 0.4, 0, -4, -21, 4, 0.3, -3, -4
> Cc1cc(C)cc(NC(=O)N2CCN(Cc3nc4ccccc4c(=O)[nH]3)CC2)c1
  13, x, 0.6, 0, -3, 2, x, x, 0, -1
> CC(=O)c1ccc(OCC(O)COc2ccc(C(C)=O)cc2)cc1
  0, 3, 0.5, 2, 1, 6, 15, 0.1, -5, 4

Later entries.
Screens in order – sPLA2-III inh, ASAP1 GAP inh, proKLK7 act, GC-A act, DDE Tn6 FP inh, ADAM10 inh, ARFGAP1 inhibitor, GAA850 FXN act, rCAG RNA binder, GC-B act
> CCOC(=O)C(C)Sc1nnc2c3ccccc3n(C)c2n1 (stereo not given)
  1, -7, 0.0, 6, 6, 9, 6, 1.9, -3, -2
> COc1cccc(N2CCN(C(=O)CCC(=O)c3ccc(Cl)s3)CC2)c1
  -1, 3, 0.4, 0, 5, -11, -10, 1.5, 3, 0
> CC(C)(C)c1ccc(C(=O)NNC(=O)c2ccc(Cl)cc2)cc1
  -12, -11, -0.2, 4, 1, -5, 6, 1.9, -3, 0
> COc1ccccc1CNC(=O)C[C@@H]1C[C@H]2c3cc(N(C)C)ccc3O[C@H]2[C@H](CO)O1
  8, 3, 0.0, 0, 0, -18, -6, -2.4, 5, 1
> C[C@H](N)c1nnc(SCC(=O)c2ccc(Cl)cc2)o1
  2, 6, -0.4, 3, 6, 2, 4, 3.3, 1, 10
> CN(C)CCCNC(=O)c1ccc(Cl)c(S(=O)(=O)N(C)c2ccccc2)c1
  4, 1, -0.1, 1, -6, -10, 4, 1.1, -4, -1
> COc1ccc(N2C(=O)CSC23CCC(C(C)(C)C)CC3)cc1 (stereo not given)
  1, -2, 0.6, 4, 3, 5, 5, 2.4, -3, 8
> O=C(O)c1ccc(Nc2ccc3nonc3c2[N+](=O)[O-])cc1
  7, 2, -0.4, 2, -3, 2, -4, 1.7, 4, 7
> O=S1(=O)CC(N2CCN(CCO)CC2)CN1Cc1cn(Cc2cccc(Cl)c2)nn1 (stereo not given)
  4, -4, -0.3, 5, 3, 5, -2, x, 2, -2
> COC(=O)CN1C(=O)[C@H]2[C@@H](/C=C/c3ccccc3)N3C(=O)CN(CC4CC4)C(=O)[C@@]3(Cc3ccccc3)[C@H]2C1=O
  1, -11, 0.5, -1, -5, 7, -5, 2.9, -5, 2
> CCC(=O)Nc1ccc(C(=O)NNC(=O)c2ccc([N+](=O)[O-])cc2)cc1
  1, -8, 0.1, 4, 6, 6, 1, 0.2, -2, 1

No enrichment for hits; 4.5% or so of the library scored in one or more.
